Bioassay records: PubChem BioAssay, several laboratories
STK33 inh: human STK33 kinase inhibition; purified STK33, MBP phosphorylation, ADP-Glo luminescence; inhibition, % at 10 µM; Q9BYT3; 320,000 compounds, 0.073% hits; AID 2661;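 active means inhibition at or above 25%, using the most active replicate where run in duplicate; inactive means inhibition below 25%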
Kir21 inh: inhibitors of mouse Kir2.1 inward-rectifier potassium channel. B-score at 10 µM. 310,000 compounds, 0.85% hits. HEK293-Kir2.1, FluxOR thallium flux fluorescence; hits give low values. P35561;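 active means fluorescence ratio B-score at or below minus 3 SD of library scores, with starting-brightness B-score within 2 SD, cut at about -4.2 in these data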;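 further: channel flux triggered by added potassium and thallium sulfate stimulus; B-score of peak minus minimum fluorescence over baseline after thallium stimulus; more negative B-score means stronger Kir2.1 block with less thallium influx; some compounds called inactive have numbers as strong as hits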
KCNQ2 block: KCNQ2 potassium channel inhibitors, primary screen, cell-based, CHO-K1, FluxOR thallium flux, B-score (AID 2156). 20 min; hits give low values. B-score at 10 µM. 310,000 compounds, 1.1% hits. O88943;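 active means fluorescence ratio B-score at most minus 3 library SDs, with starting brightness B-score within 2 library SDs, cut at about -5.5 in these data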
Target sequence (O88943 whole entry, looked up): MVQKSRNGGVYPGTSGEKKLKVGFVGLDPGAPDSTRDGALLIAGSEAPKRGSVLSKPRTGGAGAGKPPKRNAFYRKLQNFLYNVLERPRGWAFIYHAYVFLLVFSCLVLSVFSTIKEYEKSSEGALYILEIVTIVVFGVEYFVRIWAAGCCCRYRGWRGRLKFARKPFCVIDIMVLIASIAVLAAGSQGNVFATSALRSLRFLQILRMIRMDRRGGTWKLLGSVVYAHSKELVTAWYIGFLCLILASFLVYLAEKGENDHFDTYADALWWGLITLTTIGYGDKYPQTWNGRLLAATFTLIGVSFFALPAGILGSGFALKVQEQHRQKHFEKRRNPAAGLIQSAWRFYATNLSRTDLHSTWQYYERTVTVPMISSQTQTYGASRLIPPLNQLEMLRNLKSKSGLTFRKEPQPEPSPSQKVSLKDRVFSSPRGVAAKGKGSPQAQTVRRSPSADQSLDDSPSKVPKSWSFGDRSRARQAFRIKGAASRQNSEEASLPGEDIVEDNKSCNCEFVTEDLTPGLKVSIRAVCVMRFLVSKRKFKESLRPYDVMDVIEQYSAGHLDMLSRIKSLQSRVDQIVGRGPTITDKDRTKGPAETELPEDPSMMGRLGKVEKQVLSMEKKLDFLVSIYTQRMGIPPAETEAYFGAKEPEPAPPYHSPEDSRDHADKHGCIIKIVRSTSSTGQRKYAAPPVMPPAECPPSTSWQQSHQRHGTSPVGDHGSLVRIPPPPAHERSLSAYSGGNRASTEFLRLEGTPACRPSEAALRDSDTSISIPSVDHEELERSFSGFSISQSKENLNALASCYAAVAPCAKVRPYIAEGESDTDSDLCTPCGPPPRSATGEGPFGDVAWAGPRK
An asterisk follows results filed as active; i = inactive; / = not tested or not shown.

smiles	STK33 inh	Kir21 inh	KCNQ2 block
CC(=O)c1cc2c(cc1N(C(=O)Cn1nnc3ccccc31)C(C(=O)NCCC(C)C)c1cccnc1)OCO2 (stereo not given)	-1.2	-2.51	i
CCC(=O)OCc1c(C(F)(F)F)nn(C)c1Oc1cccc(C(F)(F)F)c1	-0.6	-6.22*	i
CC1=CC(C)C2C(=O)N(CCCN(C)C)C(=O)C2C1 (stereo not given)	-1.3	-0.32	i
COc1ccc(C2=NS(=O)(=O)N(C)C(C(=O)N(C)Cc3ccccc3)=C2)cc1OC	/	-0.9	i
COc1ccc2c(c1)Cc1sc(NC(=O)c3ccccc3)nc1-2	0.2	0.2	i
c1coc(-c2nnc(-c3ccco3)nn2)c1	1.1	0.49	i
CCCOc1ccc(/C=N/NC(=O)CN(c2ccc(OCC)cc2)S(C)(=O)=O)cc1	-1.2	0.33	i
CCSc1nnc(NC(=O)CCc2ccc(OC)cc2)s1	-1.8	0.83	i
NC(=O)N1CCC2(CC1)NC(=O)N(c1ccccc1)N2	-1.1	0.81	i
CCN(CC)C(=O)C(=O)c1cccn1-c1cccc(-n2cccc2C(=O)C(=O)N(CC)CC)c1C#N	0.1	0.14	i
O=C(NC(=S)Nc1ccccc1N1CCCC1)c1ccccc1Br	0.1	0.52	i
Nc1c(C(=O)Nc2ccccc2F)sc2nc(-c3cccnc3)ccc12	-1.5	0.02	i
Cn1c(=O)c2c(nc3n2CC(COc2ccc(Cl)cc2)O3)n(C)c1=O (stereo not given)	-0.9	-0.6	i
Cc1ccn2cc(CCNC(=O)C3CCCCC3)nc2c1	-0.9	0.72	i
OCC1(Cc2ccccc2C(F)(F)F)CCN(Cc2ccc3c(c2)CCO3)CC1	-1.1	-2.74	i
COc1ccc(C(=O)NNC(=O)CSc2nnc(C)n2C)cc1	13.4	1.3	i
Cn1c(SCC(=O)Nc2ccc(F)cc2)nc2c(c1=O)SCC2	1.5	-0.02	i
Cc1ccc(C)c(C(=O)Nc2cc(C)nn2-c2nc(C)cc(C)n2)c1	-1.5	-0.82	i
CC1CN(S(=O)(=O)c2cccc(C(=O)N(CCc3ccccc3)Cc3ccccc3)c2)CC(C)O1 (stereo not given)	1.0	0.79	-8.3*
CC1CCCN(CC(O)COc2ccc3c(c2)OCO3)C1 (stereo not given)	-1.0	-0.9	i
CCn1c(=O)cc(OCC(=O)NCCCN2CCCC2=O)c2ccccc21	-0.5	-2.59	i
Cc1ccnc(Nc2nc3ccccc3o2)n1	3.9	0.09	i
Cc1nn(C)c(C)c1CNC(=O)Nc1cccc(Cl)c1	-0.3	0.7	i
Fc1ccc(NC(=S)Nc2cccc3cnccc23)cc1	6.5	-4.27	i
COc1ccccc1CNC(=O)CN1CCC(n2cnc3cc(F)ccc32)CC1	-0.1	0.73	i
CCC1CCCCN1CCCNC(=O)c1ccc(CS(=O)(=O)c2ccc(Br)cc2)o1 (stereo not given)	-0.9	-0.99	i
CCc1cc(C(=O)N=Nc2c(O)[nH]c3c(Br)cc(Br)cc23)c2ccccc2n1	-1.5	1.43	i
Cc1c(NC(=S)Nc2ccccc2)c(=O)n(-c2ccccc2)n1C	-0.5	-1.03	i
CC(C)C(=O)N1c2ccccc2NC2=C(C(=O)CCC2)C1c1ccc(N(C)C)cc1 (stereo not given)	-1.6	-0.05	i
CC(Oc1ccccc1Cl)C(=O)N1CCOCC1 (stereo not given)	-1.8	-2.8	i
O=[N+]([O-])c1ccc2ncnc(Nc3ccc4c(c3)OCCO4)c2c1	-0.2	0.99	i
CCN1CCN(C(c2ccc(F)cc2)c2nnnn2Cc2ccc3c(c2)OCO3)CC1 (stereo not given)	-2.7	0.67	i
Cc1ccc(C(NC(=O)N2CCN(C)CC2)C(Cl)Cl)cc1F (stereo not given)	0.1	-0.28	i
O=C(Cn1cnc([N+](=O)[O-])n1)N/N=C/c1cccc(Cl)c1	0.2	0.27	i
COc1ccc(OCCC(=O)Nc2ccccc2)cc1	-0.1	0.8	i
C=CCc1cccc(/C=N/NC(=O)CCC(=O)Nc2ccc(C)cc2)c1O	0.1	-1.15	i
CCOC(=O)C1CCN(c2cc3c(cc2NC(=O)c2cc(OC)ccc2Br)n(C)c(=O)n3C)CC1	1.0	0.79	i
CCC(=O)N1CCc2cc(Br)cc(S(=O)(=O)CCC(=O)NCCc3ccccc3)c21	1.1	-1.7	i
Cc1nc2c(-c3ccccc3)c(C)nn2c(C)c1CCC(=O)NC(C)CCc1ccco1 (stereo not given)	-0.5	1.3	i
NC(=O)c1cc(-c2csc(NCCc3ccccc3)n2)ccc1O	-1.5	-0.4	i
O=S(=O)(Nc1cccc(-c2ccc3nncn3n2)c1)c1cc(F)ccc1F	0.1	0.63	i
COc1cccc(-c2nnc(-c3ccccc3[N+](=O)[O-])o2)c1	-1.2	-0.02	i
O=C(Nc1ccccc1C(=O)OCC(=O)N1CCc2ccccc2C1)c1ccco1	-1.0	2.6	i
O=S(=O)(c1ccc(Oc2ncnc3scc(-c4ccccc4)c23)cc1)N1CCOCC1	-0.4	2.23	i
CCOC(=O)CCCNC(=O)COC(=O)[C@@H]1CCCN1S(=O)(=O)c1ccc(Cl)cc1	-1.8	-0.52	i
COc1ccc2nc(N/C(N)=N/C(=S)Nc3c(C)cccc3C)nc(C)c2c1	-2.9	2.04	i
O=C(Nc1ccc(N2CCCC2)cc1)c1ccc(Br)cc1	-1.2	2	i
CN(C)c1ccc(C(=S)NC2CCCCC2)cc1	-0.6	2.55	i
N#C/C(=C\c1cc([N+](=O)[O-])c(N2CCCCC2)cc1N1CCCCC1)c1nn(-c2ccccc2)c(N)c1C#N	-0.9	0.52	i
O=c1nc(SCc2cccc(C(F)(F)F)c2)nc2ccccn12	-1.0	0.14	i
CCC(C)(C)NC(=S)Nc1ccccc1C	-0.1	-0.45	i
COc1ccccc1C1CC(c2ccco2)=NN1c1ccccc1 (stereo not given)	-5.1	-0.26	i
CSc1cccc(NC(=O)C2CC(=O)N(Cc3ccccc3)C2)c1 (stereo not given)	-0.1	-0.01	i
O=C(Nc1ccc(Oc2ccccc2)nc1)C1CCCCN1Cc1ccc(OCCO)cc1 (stereo not given)	-0.4	2.11	i
Fc1ccc(-c2csc3ncnc(N4CCN(Cc5ccccc5)CC4)c23)cc1	-0.5	0.48	i
CC(NC(=O)C1CCN(S(=O)(=O)c2cccc3cccnc23)CC1)c1ccccc1 (stereo not given)	-0.7	0.17	i
COc1ccc2nc(Nc3ccc4c(c3)OCO4)sc2c1	-0.5	-3.25	i
N#Cc1ccc(OCC(=O)Nc2cc(S(=O)(=O)N3CCCCC3)ccc2N2CCCCC2)cc1	-4.1	-2.66	i
Cc1cccc2c1ncc1c(=O)n(-c3ccccc3)[nH]c12	-4.1	-0.41	i
CC(C)(C)NC(=O)CN(C(=O)CNS(=O)(=O)c1ccccc1)c1ccc2c(c1)OCCO2	-1.2	-2.08	i

A different layout for 3 compounds above:
CC(C)(C)NC(=O)CN(C(=O)CNS(=O)(=O)c1ccccc1)c1ccc2c(c1)OCCO2
  STK33 inh = -1.2 | Kir21 inh = -2.08 | KCNQ2 block = i

CCC(C)(C)NC(=S)Nc1ccccc1C
  STK33 inh = -0.1 | Kir21 inh = -0.45 | KCNQ2 block = i

Cc1cccc2c1ncc1c(=O)n(-c3ccccc3)[nH]c12
  STK33 inh = -4.1 | Kir21 inh = -0.41 | KCNQ2 block = i

Later entries:
smiles	STK33 inh	Kir21 inh	KCNQ2 block
CN1/C(=C/C2CC(=O)N(c3cccc4ccccc34)C2=O)C(C)(C)c2ccccc21 (stereo not given)	-0.5	1.04	i
CCOC(=O)C1CCN(c2ncnc3c2c(-c2ccccc2)cn3-c2ccc(C)cc2)CC1	-0.1	0.86	i
CN(C)C(=O)CCC(=O)N1CCCC(C(=O)c2ccc(C(F)(F)F)cc2)C1 (stereo not given)	-2.6	-1.82	i
CC1CCN(S(=O)(=O)CCNC(=O)c2ccc(F)cc2)CC1	0.9	0	i
COC(=O)c1cc2sc(Cl)cc2n1Cc1nc(-c2ccccc2)oc1C	0.0	1.05	i
Cc1cc[n+](-c2[nH]c(=O)sc2/C=N/NC([S-])=Nc2ccccc2)cc1	1.6	0	i
COc1cccc(N/C=C/C(=O)c2ccc(Br)cc2)c1	0.7	1.25	i
COc1ccc(-c2cc(C(=O)N3CCOCC3)c3cc(C)ccc3n2)cc1	-0.5	-0.89	-7.23*
COc1cccc(CC(=O)Nc2ccc3nc(C)sc3c2)c1	/	-2.37	i
O=C(Nc1ccccc1N1CCCCC1)c1ncoc1-c1ccc(F)cc1	-1.1	-0.37	-7.1*
O=C1NC(=O)c2cc([N+](=O)[O-])cc3cccc1c23	16.6	1.02	i
CC1CCCCN1c1nnc(N)s1 (stereo not given)	-1.1	2.36	i
COc1ccc(CNC(=O)C(=O)N2CCC3(CC2)OCCN3S(=O)(=O)c2ccc(C)cc2)cc1	-0.4	0.4	i
COc1cc(C(=O)Nc2cc(C(F)(F)F)ccc2N2CCOCC2)ccc1OCC(=O)N1CCOCC1	-0.9	1.23	i
CC(C)c1ccccc1NC(=O)COC(=O)Cc1c[nH]c2ccccc12	-1.2	-5.42*	i
COc1ccc(NS(=O)(=O)c2cccc(C(=O)N(C)Cc3ccc(SC)cc3)c2)cc1	-0.8	0.26	i
C=CCn1c(COc2cccc(C)c2)nnc1SCC(=O)NC(=O)NCc1ccco1	-0.8	1.39	i
Cc1cccc(C)c1NC(=O)c1c(C)nn(-c2ccccc2)c1Cl	-0.6	0	i
CNc1cc(CSc2ccc(Cl)cc2)nc(C)n1	-1.2	-0.01	i
COc1ccc(/C=C/c2ccncc2)cc1OC	-1.2	-0.14	i
Fc1ccc(CSc2nnc(Cc3sc(-c4ccccc4)nc3-c3ccccc3)o2)cc1	0.0	-0.36	i
CC(=O)N(Cc1cccc(Br)c1)c1ccc(N2CCOCC2)c(Cl)c1	/	-2.58	i
CC1(C)Cc2cccc(OCC(=O)Nc3cccnc3)c2O1	-1.4	0.5	i
COc1ccc(CN(C)C(=O)Cc2c[nH]c3ccccc23)c(OC)c1OC	1.2	-1.79	i
CC(=O)Nc1ccc(S(=O)(=O)N2CCC(C(=O)N[C@@H](C)C(=O)NC3CCCC3)CC2)cc1	-0.4	0.9	i
C/C(=N/NC(=O)c1ccco1)c1cccc(NC(=O)c2ccc(C)s2)c1	10.5	-0.69	i
CCOCC(=O)Nc1cc([N+](=O)[O-])ccc1C	0.2	0.47	i
CCCCC1=CC2=CC(=O)C(C)(OC(=O)CC)C(=O)C2=CN1c1cccc(C#N)c1 (stereo not given)	0.5	0.12	i
CC1CCOC2(O1)C(=O)N(CN1CCN(c3ccccc3F)CC1)c1ccccc12 (stereo not given)	1.5	0.92	i
O=C1C(Cl)=C(Nc2ccc3cn[nH]c3c2)C(=O)c2ccccc21	3.3	1.11	i
O=C(COc1ccc(Cl)cc1Br)NNC(=O)C(=O)N1CCCCC1	-1.3	1.14	i
Cc1ccnc(NC(c2ccccc2O)c2oc(CO)cc(=O)c2O)c1 (stereo not given)	0.1	0.48	i
CCOC(=O)c1[nH]c(C)c(CN(CCc2ccc(OC)c(OC)c2)C(=O)CCCC(=O)O)c1C	-0.8	-0.5	i
O=C(NNc1cc(C(F)(F)F)nc2ccccc12)Nc1cccc(Cl)c1	1.8	0.62	i
O=C(/C=C/c1cccs1)N1CCN(c2ccc(O)cc2)CC1	1.3	0.31	i
O=C(NCCc1ccccc1)C(=O)NCC1OCCN1S(=O)(=O)c1ccc(Br)cc1 (stereo not given)	-0.2	-1.37	i
Cc1ccc2c(c1)Sc1c(ccc3ccccc13)N2	-1.2	-1.45	i
Cn1ccc(C(=O)Nc2sc3c(c2C(N)=O)CCCCC3)n1	3.5	1.41	i
COc1cc(C(=O)Nc2ccc(C(=O)NCC3CCCO3)cc2)cc(OC)c1OC (stereo not given)	-0.5	-0.02	i
CCN1CCN(Cc2ccc(NC(=O)c3cc(NC(=O)c4ccno4)cc(OC)c3)cc2C(F)(F)F)CC1	2.1	-1.61	i
O=C(NCc1cccs1)c1nc2ncccn2n1	-2.3	0.31	i
O=C(CCCn1c(=O)[nH]c2ccccc2c1=O)NCCSCc1ccccc1	-1.1	1.18	i
O=C1c2ccccc2C(=O)N1CCOCCN1C(=O)c2ccccc2C1=O	0.7	0.35	i
Nc1ccc(S(=O)(=O)c2ccc(N)c(N)c2)cc1	0.8	-0.7	i

An unsorted share of the library, and some 1.9% of all compounds hit somewhere here.
